VP16 counter – inhibits Gal4-VP16 luciferase reporter, ROR gamma counter-screen. Drosophila S2 Gal4-VP16 UAS-luciferase, luminescence, 20 h. Potency, µM (doses to about 53.6 µM), for inactives: at the top dose activity, negative = inhibition, most hits filed as inhibitors. 310,000 compounds, 3.5% hits;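 also: Gal4-VP16 expression switched on by copper sulfate through the metallothionein promoter; potency is read from the fitted curve at half-maximal effect; % is scaled to controls: 0 for no effect and ±100 for the full control effect; nearly all actives have a fitted effect of over 50% in size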
Tb PFK inh – blocks T. brucei phosphofructokinase | 330,000 compounds, 0.17% hits | O15648 | AID 485367 | T. brucei PFK, ADP-Glo luminescence | Potency, µM (series often up to 57.5 µM), for inactives: top-dose activity, negative = inhibition, usual class: inhibitors;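 also: potency is read from the fitted curve at half-maximal effect; 0% = uninhibited 1x PFK enzyme wells and -100% = no-enzyme wells; nearly all actives have a fitted effect of over 60% in size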
Target sequence (O15648 whole entry, looked up): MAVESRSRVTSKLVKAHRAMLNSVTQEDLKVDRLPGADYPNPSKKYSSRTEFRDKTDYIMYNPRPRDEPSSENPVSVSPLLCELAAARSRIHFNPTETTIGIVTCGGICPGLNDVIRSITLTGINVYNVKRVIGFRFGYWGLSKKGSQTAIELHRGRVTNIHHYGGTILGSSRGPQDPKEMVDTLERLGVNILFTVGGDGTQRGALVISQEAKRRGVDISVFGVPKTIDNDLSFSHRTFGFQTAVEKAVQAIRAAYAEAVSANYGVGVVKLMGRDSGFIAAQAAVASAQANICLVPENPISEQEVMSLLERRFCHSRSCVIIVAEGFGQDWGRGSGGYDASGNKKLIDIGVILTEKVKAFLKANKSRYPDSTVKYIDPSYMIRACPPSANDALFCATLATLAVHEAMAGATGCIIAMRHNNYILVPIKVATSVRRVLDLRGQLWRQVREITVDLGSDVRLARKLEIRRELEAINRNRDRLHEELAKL
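1.25 nM PFK with 0.5 mM F6P and 0.1 mM ATP in 0.1 M TEA pH 8.0, 5 mM MgCl2, incubated 45 min at room temperature; ADP measured by ADP-Glo luminescence; compounds titrated up to 57 uM.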
Giardia kill – Giardia lamblia killing | 340,000 compounds, 0.15% hits | Giardia lamblia trophozoite viability | AID 540267 | activity change, % at 7.66 µM, hits read low; in the data active = activity change below about -80%; inconclusive = between about -30% and that limit;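 also: parasites exposed to compound for two days anaerobically before the ATP read; % is scaled to controls: 0 for no effect and ±100 for the full control effect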
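Giardia lamblia trophozoites (100 cells/well) were incubated with compounds for 48 h at 37 deg C under anaerobic conditions. Viability was read as ATP content by one-step luminescence after 15-30 min at room temperature.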
Rab9 promoter act – activators of Rab9 promoter; Huh7 Rab9 promoter-luciferase reporter, luminescence, 24 h; Potency, µM (titrated, usually from 9.22 µM), for inactives: at the top dose activation, negative = inhibition, hits mostly activators; 320,000 compounds, 2.8% hits; also: potency is read from the fitted curve at half-maximal effect; % of control where 0% means no effect; nearly all actives have a fitted effect of over 60% in size
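Huh7 cells stably carrying Rab9 promoter–luciferase reporter, plated 1500 cells/well, compound added after 2 h and incubated 24 h at 37 °C; luciferase luminescence then read after 10 min with detection reagent.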
ELG1 genotoxic – genotoxicity induction in ELG1-luciferase HEK293T cells; HEK293T ELG1-luciferase reporter, luminescence, 16 h; Potency, µM (top dose mostly 46 µM), inactives show at the top dose activity change, positive = activation, actives largely listed as activators; 330,000 compounds, 1.3% hits; also: potency is read from the fitted curve at half-maximal effect; % of control where 0% means no effect; nearly all actives have a fitted effect of over 60% in size
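Cells (2,000/well) expressing the ELG1-luciferase fusion are dosed by pin tool and kept 16 hr at 37 °C, 5% CO2. Signal comes from ONE-Glo luciferase reagent after 30 min at room temperature.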
RORgamma inh – blocks mouse ROR gamma transcriptional activity. Drosophila S2 Gal4-RORgamma UAS-luciferase reporter, 20 h. Potency, µM (titrated, usually from 53.6 µM), without a hit: top-dose activity change, negative = inhibition, actives largely listed as inhibitors. 310,000 compounds, 5.4% hits. P51450; also: potency is read from the fitted curve at half-maximal effect; % is scaled to controls: 0 for no effect and ±100 for the full control effect; nearly all actives have a fitted effect of over 60% in size
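Drosophila Schneider cells stably carrying a metallothionein-driven Gal4 DBD–ROR gamma fusion and a UAS-Photinus luciferase reporter were exposed to compound for 1 hr, then induced with copper sulfate (700 uM final) for 20 hr at ambient temperature before luminescence reading.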
Coupling enz – coupling enzyme interference in Giardia aldolase counter-screen | activity change, negative = inhibition, % at 58.2 µM, hits read low | coupling enzyme system counterscreen, AmpLite Red fluorescence | 290,000 compounds, 0.67% hits; in the data active = activity change below about -30%; also: % is scaled to controls: 0 for no effect and ±100 for the full control effect
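Activity here indicates interference with the coupling reaction, not aldolase inhibition. Compounds at 57.5 uM final met coupling enzymes for 10 min at RT; substrate and AmpLite Red detection followed, with a 525/598 nm fluorescence read after 20 min.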
FLuc counter – inhibits or activates purified firefly luciferase, miR-21 counter-screen | Potency, µM (doses to about 57.5 µM), for inactives: at the highest dose activity change, negative = inhibition, usual class: inhibitors | 360,000 compounds, 6.9% hits | P08659 | AID 588342 | purified FLuc, Km substrates, luminescence inhibition;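 also: potency is read from the fitted curve at half-maximal effect; plate controls were vehicle for no effect and reference inhibitor for full effect; nearly all actives have a fitted effect of over 55% in size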
Target sequence (P08659 whole entry, looked up): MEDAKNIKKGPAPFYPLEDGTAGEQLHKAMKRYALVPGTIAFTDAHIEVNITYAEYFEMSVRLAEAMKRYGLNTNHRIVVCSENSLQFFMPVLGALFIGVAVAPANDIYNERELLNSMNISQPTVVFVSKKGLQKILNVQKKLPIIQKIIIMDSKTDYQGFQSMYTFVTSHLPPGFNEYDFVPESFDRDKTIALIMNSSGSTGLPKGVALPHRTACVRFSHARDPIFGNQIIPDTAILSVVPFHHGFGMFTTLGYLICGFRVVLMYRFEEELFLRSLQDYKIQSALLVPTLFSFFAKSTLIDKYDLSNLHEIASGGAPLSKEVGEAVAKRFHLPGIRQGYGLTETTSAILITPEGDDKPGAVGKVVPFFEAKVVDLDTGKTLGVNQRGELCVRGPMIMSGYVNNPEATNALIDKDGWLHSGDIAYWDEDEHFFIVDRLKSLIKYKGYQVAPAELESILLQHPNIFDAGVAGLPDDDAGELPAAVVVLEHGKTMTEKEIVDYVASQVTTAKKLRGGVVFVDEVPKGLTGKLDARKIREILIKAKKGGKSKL
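Biochemical qHTS of compounds, final roughly 60 µM downward over six points, against 10 nM purified firefly luciferase using Km concentrations of substrates (10 uM D-luciferin, 10 uM ATP) in Tris acetate pH 7.5 buffer; luminescence output.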
uPA surface inh – inhibitors of cell surface uPA generation. cell surface uPA generation assay, qHTS. Potency, µM (doses to about 38.3 µM), without a hit: at the top dose activity change, negative = inhibition, usual class: inhibitors. 330,000 compounds, 0.31% hits. AID 540303; active = well fitted inhibition curve with a large enough effect; inconclusive = small, poorly fitted or top-dose-only effect; inactive = no such curve, though single readings can be large or run the other way; tested in mouse RAW 264.7 cells; also: potency is read from the fitted curve at half-maximal effect; % is scaled to controls: 0 for no effect and ±100 for the full control effect; nearly all actives have a fitted effect of over 55% in size
KCNH2 3.1 block – blocks the human KCNH2 3.1 channel isoform | activity change, % (tested at about 1.8 µM) | U2OS KCNH2 3.1, thallium flux FluxOr; active compounds read low | 340,000 compounds, 0.95% hits;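 active = maximum activity change below -70%; inconclusive = maximum activity change from -70% to -50%; inactive = maximum activity change above -50%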;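 also: thallium influx rate constant from kinetic fluorescence after stimulation buffer; % is scaled to controls: 0 for no effect and ±100 for the full control effect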
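Measured as rate of thallium-driven FluxOr signal in transduced U2OS cells carrying the 3.1 channel, read kinetically for 2 min upon stimulation; values are rate constants scaled to DMSO control wells.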
NPC1 prom act – activators of NPC1 promoter; Huh7 NPC1 promoter luciferase reporter, 24 h; Potency, µM (highest dose often 9.22 µM), inactives show at the top dose activation, actives largely listed as activators; 320,000 compounds, 2.4% hits;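 also: potency is read from the fitted curve at half-maximal effect; % of control where 0% means no effect; nearly all actives have a fitted effect of over 60% in size; reporter is driven by a mutant NPC1 promoter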
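Quantitative HTS used a cell-based reporter: Huh7 cells stably bearing the NPC1 promoter upstream of luciferase were treated with compounds for 24 h, and promoter activation was read as luminescence.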
Starred values were filed as active, the others as inactive; ? = inconclusive; . = not tested or not shown; & = joins results of further samples; ! = not confirmed by another sample. Unless noted, calls follow the shape of the dose curve; as a rule, active = well fitted curve in the direction sought with a large enough effect; inconclusive = small, poorly fitted or top-dose-only effect, or another doubt; inactive = no such curve, though single readings can be large; an effect the other way counts as inactive or inconclusive.

SMILES | VP16 counter | Tb PFK inh | Giardia kill | Rab9 promoter act | ELG1 genotoxic | RORgamma inh | Coupling enz | FLuc counter | uPA surface inh | KCNH2 3.1 block | NPC1 prom act
Cc1c(OCC(=O)NC(Cc2ccc(Cl)cc2)C(=O)O)ccc2c3c(c(=O)oc12)CCCC3 (stereo not given) | -3.5% | -1.0% | 18.3 | -5.6% | 7.4% | -16.9% | 9.7 | -1.1% | 1.2% | -1.4 | -1.9%
COc1c(O)cc2oc(-c3ccc(O)c(O)c3)cc(=O)c2c1O | 2.7%&-2.3% | 3.0% | 7.7 | 21.2% | 20.6µM* | 12.6µM*! | -3.7&-1.8 | 19µM* | ? | -12.1 | ?
O=C(CNC(=O)c1ccco1)NCc1nc2ccccc2[nH]1 | -3.5% | 1.1% | 3.0 | -0.5% | -2.2% | -12.9% | 3.2 | -1.9% | 10.0% | 0.1 | -2.2%
O=C(CSc1nc2[nH]c(=O)cc(O)c2s1)NCCc1ccccc1 | . | 0.3% | 24.3 | -0.7% | 0.5% | . | . | 4.6% | 6.4% | 5.1 | 1.9%
O=[N+]([O-])c1cccc(-c2nc(-c3ccccn3)no2)c1 | ? | -3.1% | ? | 0.398µM* | ? | 11.2µM* | 4.0 | 4.78µM* | -13.4% | -5.3 | 0.708µM*
Cc1c(N(C)S(=O)(=O)c2cc(C(=O)NCC3CCCO3)ccc2Cl)c(=O)n(-c2ccccc2)n1C (stereo not given) | . | -2.9% | -8.4 | -1.5% | 6.4% | . | . | 7.0% | 6.9% | 12.8 | 1.0%
O=C(NCCc1nnc2ccc(NCC3CCCO3)nn12)c1ccccc1 (stereo not given) | -1.8% | 0.4% | -2.7 | -2.9% | 2.7% | -24.7% | 1.9 | 0.2% | -4.5% | -8.0 | -2.5%
COC(=O)C(Cc1cnc(Cl)s1)(C(=O)OC)c1ccc(C(F)(F)F)cc1[N+](=O)[O-] | 9.9% | -4.8% | -5.0 | -11.6% | -16.3% | 0.5% | -4.0 | -1.4% | 10.3% | -9.8 | -1.5%
Cc1ccc(NS(=O)(=O)c2ccc3c(c2)NC(=O)CCS3)c(C)c1 | -16.9% | 0.6% | 14.0 | 1.4% | -10.0% | 29.0% | . | 0.1% | -4.4% | 5.7 | 0.3%
CCc1cccc2c(C(=O)CSc3nnc(-c4ccncc4)n3C)c[nH]c12 | -9.2% | -1.6% | 18.3 | -9.2% | -1.1% | 1.4% | -5.4 | -13.4% | -2.3% | 1.1 | -3.0%
CC(C)CC1COC(=O)N1 (stereo not given) | -0.9% | 1.6% | 13.8 | -2.9% | -2.6% | 6.6% | 0.9 | -0.1% | 10.5% | 4.4 | -2.6%
Cn1c(=O)c(C(=O)NCc2ccc(Cl)cc2)c(O)c2ccccc21 | -13.2% | -2.1% | -21.5 | 2.2% | -0.4% | -29.1% | 0.3 | 1.9% | 1.1% | -4.8 | -4.2%
CC(C)(C)C(=O)/C=c1\[nH]c(=O)/c(=C\c2ccccc2F)s1 | -22.5% | -1.3% | -0.9 | -0.1% | -0.3% | ? | -2.7 | ? | -6.0% | 22.5 | 0.3%
CCOC(=O)Nc1ccc(NC(=O)OCC)cc1 | 25.5% | . | 2.7 | . | . | 4.7% | 0.5 | ? | -5.4% | 1.9 | .
COCCCNC(=O)CCn1c(=O)c2ccccc2n(CC(=O)Nc2cc(Cl)ccc2C)c1=O | 1.0% | -1.6% | 2.6 | 1.5% | -1.6% | -11.0% | -1.9 | 1.7% | -7.4% | -7.0 | -0.2%
O=C1c2ccccc2NC(c2cccc(O)c2)N1c1ccccc1 (stereo not given) | -1.2% | -5.7% | 12.3 | 14.4% | -4.0% | 22.6% | 1.9 | 0.7% | 2.2% | 10.6 | -3.2%
CC(=O)NCCc1nc2cc(NC(=O)c3ccccc3Cl)ccc2n1C | 8.5% | 9.4% | 0.2 | ? | ? | 8.1% | 2.4 | ? | -1.6% | 15.3 | ?
Cn1c(NC(=O)Cc2cccc3ccccc23)cc(=O)n(C)c1=O | 2.2% | -3.7% | 15.0 | -3.6% | 0.5% | 14.8% | 0.3 | 3.3% | 22.3% | 3.2 | -8.0%
COCC1CCCCN1C(=O)c1ccc2oc(CCCc3ccccc3)nc2c1 (stereo not given) | -1.2% | 0.3% | 5.0 | 26.6% | ? | ? | 0.5 | ? | -0.3% | -8.4 | 25.3%
CCOC(=O)N1CCN(C(=O)c2ccc(C)c(S(=O)(=O)N3CCCCC3)c2)CC1 | 5.3% | -4.2% | -4.0 | -0.7% | -8.0% | 28.1% | -1.1 | -0.3% | -0.3% | -2.0 | -10.1%
CCOC(=O)Cc1csc(NC(=O)c2cnc3sc(C)cn3c2=O)n1 | -7.4% | -5.7% | -19.3 | ? | 0.0% | 27.9% | . | ? | -1.9% | 14.0 | ?
O=C(NCC1CCCO1)C(Cc1ccccc1)N1C(=O)C2C3C=CC(C4CC34)C2C1=O (stereo not given) | 7.4% | -0.3% | 9.6 | 0.8% | -6.8% | 9.0% | 2.0 | 3.4% | -3.6% | -26.6 | -2.3%
CCN(CC)C(=O)C12C(=O)Oc3ccccc3C1C2(C)C(=O)c1ccc(F)cc1 (stereo not given) | -7.7% | -0.3% | 21.6 | -1.2% | -2.2% | 19.0% | 0.8 | -0.3% | 0.5% | 14.7 | 0.0%
O=C(NC1CCCCC1)c1cccc2c1C(=O)c1ccc(N3CCC(Cc4ccccc4)CC3)cc1S2(=O)=O | . | -5.5% | -9.8 | . | -0.4% | . | . | . | 13.4% | -21.8 | .
Cc1ccc(/C(N)=N/OC(=O)Cc2cccs2)cc1 | -2.6% | -0.3% | -5.8 | ? | ? | 8.2% | 1.2 | 9.53µM* | 0.7% | -11.4 | ?
CCCNC(=O)COC(=O)c1ccccc1OCc1ccc(Cl)cc1 | -0.4% | 2.9% | -3.9 | 0.3% | -4.4% | 1.2% | -1.5 | ? | 1.3% | -3.9 | -2.4%
CCOc1ccc(Cl)cc1CN1CCOCC1 | 2.3% | 4.5% | 15.4 | 0.2% | -1.2% | 27.5% | 5.1 | 4.8% | -3.9% | 8.6 | -4.1%
Cc1oc(-c2ccc(Cl)cc2)nc1CN1CCC(C(=O)NCCCN2CCCC2=O)CC1 | 1.0% | 3.9% | -1.2 | 0.8% | 5.0% | -17.2% | -0.7 | 0.3% | -3.1% | 2.4 | -3.8%
O=C(CCc1ccccc1)N/N=C/c1cccc([N+](=O)[O-])c1 | 12.8% | 2.7% | 1.4 | 1.0% | -0.2% | 19.8% | -14.7 | -16.3% | -25.6% | 20.0 | -0.4%
S=C1NCCc2ccc(Cl)cc2C1c1ccccc1 (stereo not given) | 2.51µM* | -0.6% | -9.5 | -3.2% | 1.2% | 1.26µM* | -0.6 | -2.0% | 5.3% | -14.6 | -3.9%
Cc1csc2nc3cc(C(N)=O)ccc3c(=O)n12 | -17.4% | -2.4% | 5.3 | -11.7% | 6.4% | -3.1% | 1.0 | -4.7% | 5.3% | 6.4 | -7.8%
Cc1nnc(NC(=O)CSc2nccn2Cc2ccccc2)s1 | 0.5% | 0.5% | 6.5 | -0.4% | 6.1% | -33.8% | . | -3.6%&-10.5% | -1.7% | 0.2 | -0.6%
Nc1nc(-c2ccco2)cs1 | 14.1% | -5.3% | -2.0 | 18.5% | 11.2% | 48.7% | -16.6 | -13.3% | 6.5% | . | 21.9%
NNC(=O)c1cccc(O)c1 | 1.0% | -10.8% | 9.0 | -5.0% | 3.5% | 2.5% | 3.3 | 2.9% | -2.0% | 12.0 | -6.1%
CCc1ccc(NC(=O)Cc2ccc(NC3=NC4CS(=O)(=O)CC4S3)cc2)cc1 (stereo not given) | -8.6% | 0.8% | 8.8 | 11.9% | 8.0% | -9.4% | 1.7 | ? | -2.0% | 8.6 | 0.4%
CC(=O)Nc1ccc(CN2CCN(C3CCCC3)C(CCO)C2)cc1 (stereo not given) | -0.5% | 1.3% | -10.5 | 0.4% | 1.0% | -15.5% | 0.9 | 0.5% | -1.8% | -8.5 | 0.2%
COc1cc([N+](=O)[O-])cc(/C=N/NC(=O)Cn2cncn2)c1O | -3.8% | 0.9% | 3.0 | -3.2% | -1.5% | ? | -1.9 | 1.9% | 0.6% | -8.5 | -3.0%
COC(=O)c1ccc(NC(=O)[C@H](C)NC(N)=O)cc1 | 1.1% | -4.9% | -14.4 | -0.2% | 4.6% | 10.4% | 0.9 | -1.2% | 0.7% | -4.1 | 1.4%
CCOC(=O)CSc1nnc(C2CCCCC2)n1C | -5.0% | -2.3% | -15.1 | -4.4% | 0.6% | 7.1% | -0.3 | 7.3% | 0.9% | 10.4 | -2.1%

High-throughput results as filed in PubChem.
